# ADAM10 inh: inhibits human ADAM10. 370,000 compounds, 0.62% hits. O14672. AID 720582. inhibition, % at 7 µM. recombinant ADAM10, EDANS/DABCYL FRET peptide cleavage, 3 h;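 active means inhibition above a per-campaign cutoff equal to the mean of compounds falling between control-based bounds plus 3 SD, cut at about 20% in these data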;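 further: 0% = DMSO wells while the 100% control is not disclosed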
# FXN GAA850 act: increases GAA850 frataxin promoter reporter activity; HEK293 lucGAA850 FXN promoter luciferase reporter, 24 h; percent of 10 µM SAHA response; 360,000 compounds, 0.56% hits; activation, % at 6 µM; AID 540364;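 active means activation above the average of all compounds screened plus 3 SD, cutoff fixed separately per campaign, cut at about 7.5% in these data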;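 further: 0% = DMSO wells and 100% = 10 µM SAHA wells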
# GC-B act: GC-B (human) receptor activation; P20594; activation, % at 10 µM; AID 1920062; HEK293-GC-B cells, CNP EC30, cGMP TR-FRET; 0% at EC30 CNP, 100% saturating CNP; 370,000 compounds, 0.11% hits;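 active means activation at 10 µM reaching about 35% in either raw or pattern-adjusted values, limit read from the data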
# Tn6 DDE FP: inhibitors of Tn6 peptide binding to human fibrin DD(E); P02675; AID 720509; Fibrin DD(E) TRITC-Tn6 fluorescence polarization displacement; 370,000 compounds, 0.21% hits; inhibition, % at 8.3 µM;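 active means inhibition above a per-campaign cutoff: mean of compounds within control limits plus 3 SD, cut at about 15% in these data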;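 further: 0% = median of all compound wells on the plate and 100% = blocking peptide control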
# NPR1 activator: GC-A (human) enzyme activation. P16066. activation, % at 10 µM. HEK293 GC-A cells, cGMP TR-FRET, EC30 ANP; 0% at EC30 ANP, 100% saturating ANP. 370,000 compounds, 0.14% hits; in the data active means activation above about 40%
# Target sequence (P16066 whole entry, looked up): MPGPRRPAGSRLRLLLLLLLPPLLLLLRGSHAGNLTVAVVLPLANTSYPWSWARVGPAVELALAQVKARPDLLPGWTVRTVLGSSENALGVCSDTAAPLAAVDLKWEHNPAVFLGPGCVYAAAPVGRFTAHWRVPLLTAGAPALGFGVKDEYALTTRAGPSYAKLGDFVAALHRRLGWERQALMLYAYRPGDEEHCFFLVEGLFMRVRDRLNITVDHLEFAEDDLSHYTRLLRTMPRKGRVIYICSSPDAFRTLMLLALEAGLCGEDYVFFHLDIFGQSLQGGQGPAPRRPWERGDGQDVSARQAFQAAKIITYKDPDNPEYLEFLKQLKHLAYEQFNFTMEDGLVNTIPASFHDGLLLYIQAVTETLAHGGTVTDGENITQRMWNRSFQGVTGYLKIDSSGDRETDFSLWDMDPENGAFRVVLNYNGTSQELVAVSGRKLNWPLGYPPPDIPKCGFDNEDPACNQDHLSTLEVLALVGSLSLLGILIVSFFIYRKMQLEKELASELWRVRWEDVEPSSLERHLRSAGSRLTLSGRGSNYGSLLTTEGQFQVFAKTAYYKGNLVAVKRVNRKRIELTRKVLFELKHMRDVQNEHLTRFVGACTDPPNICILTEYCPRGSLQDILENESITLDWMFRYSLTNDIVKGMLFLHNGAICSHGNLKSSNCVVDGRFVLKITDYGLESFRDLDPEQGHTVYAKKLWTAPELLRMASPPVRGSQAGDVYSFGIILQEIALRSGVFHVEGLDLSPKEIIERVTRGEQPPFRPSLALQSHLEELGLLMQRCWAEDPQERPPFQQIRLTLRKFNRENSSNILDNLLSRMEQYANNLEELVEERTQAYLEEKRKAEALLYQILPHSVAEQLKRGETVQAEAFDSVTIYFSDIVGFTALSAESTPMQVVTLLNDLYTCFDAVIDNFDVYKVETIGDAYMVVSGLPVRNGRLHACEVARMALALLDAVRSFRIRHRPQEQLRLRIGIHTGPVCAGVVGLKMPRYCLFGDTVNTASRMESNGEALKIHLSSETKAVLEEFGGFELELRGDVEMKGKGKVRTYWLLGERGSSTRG
# ASAP1 GAP inh: blocks human ASAP1-stimulated Arf1 GTP hydrolysis | Q9ULH1 | GDP FP detection | inhibition, % at 16.5 µM | 360,000 compounds, 0.19% hits; in the data active means inhibition above about 25%;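 further: 0% = vehicle with enzyme and substrate and 100% = no enzyme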
# proKLK7 act: proKLK7 (human) activation, primary screen | activation, % at 7 µM | purified proKLK7, EDANS-DABCYL substrate fluorescence; 100% is mature enzyme control, 0% vehicle | 370,000 compounds, 0.9% hits;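 active means activation above the mean of all tested compounds plus 3 SD, computed per campaign excluding outliers beyond control limits, cut at about 13% in these data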
# ARFGAP1 inh: rat ARFGAP1 inhibition. 360,000 compounds, 0.26% hits. inhibition, % at 16.5 µM. Q62848. Arfgap1-stimulated ARF1 GTP hydrolysis, GDP FP detection;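 active means inhibition above a per-plate limit, mean inhibition of low control wells plus 3 SD, cut at about 25% in these data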;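 further: 0% = DMSO wells with enzyme and 100% = wells lacking Arfgap1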
#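 Replicates: Single well per compound | Assay system: Truncated rat Arfgap1 GAP domain | Control set: No-Arfgap1 wells (100%) versus DMSO full-reaction wells (0%) | Times: Enzyme reaction 120 min at 25 °C after 20 min preincubation | Reagent: Human ARF1(Δ1-17)-GTP substrate | Measured by: Tracer-displacement fluorescence polarization with EDTA stop, 620/688 nm | Measure: Percent inhibition of Arfgap1-stimulated GTP hydrolysis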
# sPLA2-III inh: Blocks human group III sPLA2 activity; QFRET BODIPY PC-A2 liposome hydrolysis, fluorescence; inhibition, % at 12.2 µM; Q9NZ20; 370,000 compounds, 0.56% hits;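 active means inhibition above mean plus 3 SD of compounds lying within the high and low control bounds, cut at about 19% in these data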;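 further: 0% = median of test compound wells and 100% = no enzyme DMSO wells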
# rCAG binder: r(CAG) repeat RNA binding; 370,000 compounds, 1.3% hits; AID 651821; inhibition, % at 3 µM; TO-PRO-1 dye displacement fluorescence;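 active means inhibition above the plate cutoff, the mean of all test compounds on that plate plus 3 SD, cut at about 35% in these data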;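 further: 0% = DMSO alone and 100% = 100 µM mitoxantrone as full dye displacement; higher means more dye released from RNA so lower well fluorescence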
# The depositor's hits bear a star; i = inactive; . = no result given.
SMILES,ADAM10 inh,FXN GAA850 act,GC-B act,Tn6 DDE FP,NPR1 activator,ASAP1 GAP inh,proKLK7 act,ARFGAP1 inh,sPLA2-III inh,rCAG binder
O=C(CN1C(=O)NC2(CCCC2)C1=O)Nc1nc(-c2ccccc2)cs1,-13,0.2,5,0,29,1,0.5,5,4,3
Cc1ccccc1C(=O)NNC(=O)CCCCC(=O)NNC(=O)c1ccccc1C,-1,-0.4,1,5,-2,-9,0.0,3,-3,0
C=CCNC(=O)C(C)Sc1ccc(Cl)cc1 (stereo not given),5,1.8,0,2,0,4,-0.1,-6,-5,1
O=C(NCCOc1cccc2cccnc12)c1cccs1,-17,0.3,-8,-6,-7,3,2.8,-6,-3,-4
CCCCC(=O)Nc1cccc(-c2nnc(-c3ccccc3)o2)c1,4,3.4,2,4,4,0,-0.1,7,-22,0
CCN(CC)CCn1nc(C)nc1-c1ccccc1O,-7,1.1,0,-10,-1,5,-1.1,14,11,-3
COc1ccc(NC(=O)/C(Cl)=C(/Cl)S(=O)(=O)Cc2ccccc2)cn1,12,-14,2,-4,7,11,1.5,16,-1,-2
CCN(Cc1ccccc1)C(=O)C1C2C=CC3(CN(Cc4ccccc4)C(=O)C13)O2 (stereo not given),0,.,2,4,1,.,0.5,.,4,0
O=C(C1CCCCC1)N1CCC(CO)(Cc2ccccc2Cl)CC1,-7,-2.4,0,-4,2,-7,0.0,-3,0,-9
O=C(Cc1ccccc1[N+](=O)[O-])OCC(=O)c1ccccc1Br,-4,1.6,1,0,5,2,0.3,8,-36,3
COC(=O)C1=CN(c2cccc(Cl)c2)C=C(C(=O)OC)C1c1cccc(OC)c1,-71,4.8,-3,-4,-3,6,-7.4,-2,6,0
Cc1ccccc1-c1nc(-c2ccc(Br)o2)no1,-1,4.3,1,-2,-8,-10,0.7,-1,-3,2
COC(=O)c1sc(-c2ccc(C(C)(C)C)cc2)cc1NC(=O)c1ccccc1C(=O)O,-29,5.9,3,5,-8,-1,-0.1,-22,-15,70*
COc1ccc(C(=O)NC(=O)N2CCCCC2)cc1,-7,1.1,5,0,-4,3,0.3,8,4,-1
C[C@@H]1CCCCO[C@@H](CN(C)C(=O)c2ccncc2)[C@@H](C)CN([C@H](C)CO)C(=O)c2cc(N(C)C)ccc2O1,-16,1.0,3,5,2,7,0.2,1,5,4
COc1cc(C2NC(=O)NC(C)=C2C(C)=O)ccc1O (stereo not given),-5,1.7,5,-4,-4,5,0.4,-3,0,-2
CCN(CC)S(=O)(=O)c1ccc(C(=O)OCC(=O)NCc2ccco2)cc1,4,2.4,0,4,-2,4,-0.6,-3,1,1
CC(=O)c1c(C)[nH]c(C(=O)O)c1C,-4,0.7,2,1,1,-4,0.4,-11,0,1
C/C(CC(=O)Nc1ccc2c(c1)OCO2)=N\NC(=O)c1ccc(N)cc1,1,3.1,-1,2,7,8,-0.3,7,0,4
CCn1c2ccccc2c2cc(NC(=O)C(C)Oc3ccc(OC)cc3)ccc21 (stereo not given),-4,-2.0,-7,0,-2,14,-3.5,1,-9,9
Cc1ccc(C)c(S(=O)(=O)N2CCN(C(=O)c3cc(S(=O)(=O)NCc4ccccc4)ccc3C)CC2)c1,14,-0.8,-3,3,-7,11,0.1,2,-40,4
CCOC(=O)c1cc(S(=O)(=O)N2CCOCC2)cn1C,1,0.8,0,-4,1,-5,0.6,-1,-1,1
CCOC(=O)C1=C(C)NC2=C(C(=O)C(C(=O)OCC)C(c3ccc(OC)cc3)C2)C1c1ccccn1 (stereo not given),-74,1.8,-2,4,-5,-6,-3.9,-2,-7,-3
CCCCOC(=O)c1ccc(NC(=O)/C=C/c2cccs2)cc1,14,2.6,-2,-7,0,10,-4.4,4,-27,18
O=C(OCC(=O)c1c[nH]c2ccccc12)c1ccc([N+](=O)[O-])s1,1,2.9,-3,2,-4,12,0.2,0,-18,12
# Going on with the list:
SMILES,ADAM10 inh,FXN GAA850 act,GC-B act,Tn6 DDE FP,NPR1 activator,ASAP1 GAP inh,proKLK7 act,ARFGAP1 inh,sPLA2-III inh,rCAG binder
Cc1ccnc2nc(C(=O)Nc3nc(-c4ccccn4)cs3)nn12,-14,1.4,-1,1,0,8,-0.7,1,3,9
Cc1cc(=O)[nH]c(Nc2cccc(Cl)c2C)n1,-3,-1.3,6,6,-3,2,-0.1,1,-1,4
CCOC(=O)N1CCN(c2c(Nc3cc(C)[nH]n3)c(=O)c2=O)CC1,-4,0.4,4,8,1,-15,-0.4,6,10,1
CN(C)c1nc2c(c(=O)[nH]c(=O)n2C)n1CCCc1ccccc1,1,3.4,-1,0,2,-5,-0.5,-5,15,-2
NC(=O)c1ccccc1OCC(=O)O,3,1.1,3,8,0,6,-0.2,4,-6,3
Cc1cc(OCC(=O)OC(C)C(=O)NC2CC2)c(C(C)C)cc1Cl (stereo not given),-7,-0.9,1,2,-7,5,-0.5,7,4,0
O=C(NC(=S)Nc1ccccc1N1CCCCC1)c1ccc(F)cc1Cl,-6,2.1,-6,-10,1,1,-0.7,17,-1,1
O=C(CCS(=O)(=O)c1ccc(Cl)cc1)NCCc1c[nH]c2ccccc12,-5,-0.1,0,-1,-3,-5,-0.2,8,-44,5
O=C(c1ccco1)N1CCN(C2CC(=O)N(c3ccc4c(c3)OCO4)C2=O)CC1 (stereo not given),12,-0.2,-3,4,-1,9,-0.1,6,5,2
CC[C@H](C)[C@H](NC(=O)CNC(=O)COc1cc2c(c3oc(=O)cc(C)c13)CCC(C)(C)O2)C(=O)O,i,1.6,0,2,1,-7,50*,-8,13,11
Cc1cc(N)n2ncc(-c3ccccc3)c2n1,-11,3.4,-12,5,3,1,0.0,5,2,-1
CC(C)CC(NC(=O)C1CCC(C)CC1)C(=O)Nc1cccnc1 (stereo not given),-3,1.4,4,-4,4,8,0.1,-15,-5,-6
O=C(c1ccccc1)c1ccc(O)c(O)c1O,0,-0.6,-2,2,0,-6,0.1,-23,5,15
O=C(CN1CCC(n2cnc3cc(F)ccc32)CC1)Nc1ccccc1Br,-2,3.5,-1,1,-6,3,-0.2,13,-4,-2
Cc1cc(NC(=O)C2CCN(S(=O)(=O)Cc3ccccc3)CC2)ccc1-n1cnnn1,1,-0.4,-16,-3,-34,-1,0.4,-3,-28,4
Cn1cccc1/C=N/NC(=O)c1cc2ccccc2cc1O,23*,1.9,-9,0,1,0,-3.2,5,3,33
C/C(=N\NC(=S)NC(C)C)c1ccco1,0,3.1,-1,-2,0,9,-0.8,-3,3,-3
CCN(CC)S(=O)(=O)c1ccc(NC(=O)C2c3ccccc3Oc3ccccc32)cc1,19,-2.2,2,-8,4,-16,0.5,2,-33,14
CS(=O)(=O)N(CC(=O)Nc1cccc(F)c1)c1cccc([N+](=O)[O-])c1,-6,-0.5,-1,5,-2,5,-0.3,11,-6,4
CCn1nnc(NC(=O)c2ccc(C(C)(C)C)cc2)n1,-12,4.6,-3,6,4,-4,0.4,3,-5,-4
CCc1ccc(NC(=O)CSc2nnnn2C)cc1,-2,2.4,-3,-1,2,-5,-0.9,1,-2,0
N#CC(OC(=O)c1ccccc1)c1ccccc1 (stereo not given),-17,-0.5,-1,8,-1,-3,-0.5,-3,5,-1
CCCCCc1nc2c(c3c1CCCC3)CCCC2,5,.,-5,0,-8,0,-0.5,5,11,-4
COC(=O)c1cnc(Nc2cc(C)ccc2OC)c2ccccc12,-32,-1.0,-4,-5,-6,6,2.1,4,9,3
CCN(CC)c1ccc2c(Cl)cc(=O)oc2c1,-142,.,3,-1,2,-2,3.1,9,-2,-1
# Next compounds follow.
SMILES,ADAM10 inh,FXN GAA850 act,GC-B act,Tn6 DDE FP,NPR1 activator,ASAP1 GAP inh,proKLK7 act,ARFGAP1 inh,sPLA2-III inh,rCAG binder
CCCN1CCN(C(=S)Nc2ccc(SC(F)F)cc2)CC1,-2,1.8,2,3,1,6,-0.2,-6,9,0
Cc1cc(C(=O)O[C@H]2[C@H](Cc3ccccc3)NS(=O)(=O)[C@H]3C[C@@H]4C=C[C@]23O4)ccc1[N+](=O)[O-],3,-1.0,-3,4,0,5,0.1,-6,-8,4
Cc1noc(NS(=O)(=O)c2ccc(N/C=C\C(=O)c3ccc(Br)cc3)cc2)c1C,13,1.9,-4,-7,22,1,-4.3,-3,-26,75*
Cc1ccc2nc(C(C)(C)C)c(Cc3ccsc3)n2c1,-26,.,2,-1,0,-2,0.1,7,4,5
COc1ccc2cnn(-c3ccc(OC(F)(F)Cl)cc3)c(=O)c2c1OC,-5,0.3,-1,2,-2,9,-0.4,5,-6,-1
O=Cc1ccc(N2CCCC2)o1,4,-1.7,-8,9,-1,1,0.0,-7,2,0
CC1CN(c2nc3ccccn3c(=O)c2C=O)CC(C)O1 (stereo not given),-5,0.1,2,2,4,-1,0.3,7,4,-5
Cc1ccc(-n2c(-c3ccncc3)n[nH]c2=S)cc1C,-2,1.1,-2,0,3,-8,-0.2,9,8,2
COc1c(S(=O)(=O)Nc2cccnc2)ccc(Cl)c1Cl,-2,0.2,0,-2,4,1,-0.3,-6,-1,1
CCC(=O)Nc1nnc(SCC(=O)NCC2CCCO2)s1 (stereo not given),1,0.0,4,4,2,-9,-0.2,-2,5,1
Cc1nc([N+](=O)[O-])c(C(=O)O)n1C,7,2.1,2,7,3,-12,-0.2,-2,3,0
CCOC(=O)C1(S(=O)(=O)c2ccc(Cl)cc2)CCN(Cc2ccc(Cl)cc2)CC1,11,-0.3,6,-8,-1,-1,1.0,-4,-2,1
CC(NC(=O)c1ccc(N(C)C)c([N+](=O)[O-])c1)c1ccc(-n2ccnc2)cc1 (stereo not given),-2,0.9,-9,5,-5,-3,-0.5,10,4,-5
Cc1cc(-c2ccccc2)n2ncc(C#N)c2n1,-483,2.4,-7,3,-1,-5,8.4,16,7,1
CC1CCCN(c2nc3c(c(=O)n(C)c(=O)n3C)n2CCSc2nc3ccccc3s2)C1 (stereo not given),-5,-0.8,-4,6,-6,-2,-0.3,1,-1,-6
Cc1cccc(NC(=S)Nc2ccc(Cl)c(Cl)c2)c1,11,2.2,-1,5,3,12,0.6,2,4,1
O=C(Nc1ccc2c(c1)nc1n2CCSC1)c1ccccc1,-51,1.3,-3,1,0,9,-22,18,5,15
COc1ccc(S(=O)(=O)NC2CC(=O)N(c3ccc4c(c3)OCCO4)C2)cc1 (stereo not given),-10,1.4,-7,3,1,-14,0.7,5,-5,-3

# Molecules above that have bromine:
SMILES,ADAM10 inh,FXN GAA850 act,GC-B act,Tn6 DDE FP,NPR1 activator,ASAP1 GAP inh,proKLK7 act,ARFGAP1 inh,sPLA2-III inh,rCAG binder
O=C(Cc1ccccc1[N+](=O)[O-])OCC(=O)c1ccccc1Br,-4,1.6,1,0,5,2,0.3,8,-36,3
Cc1ccccc1-c1nc(-c2ccc(Br)o2)no1,-1,4.3,1,-2,-8,-10,0.7,-1,-3,2
O=C(CN1CCC(n2cnc3cc(F)ccc32)CC1)Nc1ccccc1Br,-2,3.5,-1,1,-6,3,-0.2,13,-4,-2
Cc1noc(NS(=O)(=O)c2ccc(N/C=C\C(=O)c3ccc(Br)cc3)cc2)c1C,13,1.9,-4,-7,22,1,-4.3,-3,-26,75*

# Assay outcomes as filed in PubChem.
